Source: PubChem (The Scripps Research Institute Molecular Screening Center)
Fh CTSL1 inh – cathepsin L1 inhibition, PFM18AAP counter-screen. recombinant F. hepatica cathepsin L1, Z-Leu-Arg-MCA fluorescence. inhibition, % at 5.96 µM. actives 0.49% (n = 300,000). AID 1906;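 active = inhibition above the mean of all tested compounds plus 3 SD, set per screening campaign, cut at about 17% in these data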;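 note: 0% = plate median of test compound wells and 100% = 1 µM Z-Phe-Ala-diazomethylketone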
core dimer inh – blocks dimerization of HCV core protein. TR-FRET GST/Flag-core106 dimerization, 1536-well. actives 0.33% (n = 300,000). inhibition, % at 5 µM. AID 1899;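 active = inhibition above the mean of all tested compounds plus 3 SD, set per screening campaign, cut at about 45% in these data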
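System: GST-tagged and Flag-tagged HCV core protein residues 1-106 / Input: core106 proteins, GST 13.5 nM and Flag 17 nM / Buffer or medium: KF-containing HEPES buffer, pH 7.45, DTT, CHAPS, BSA / Probe or stimulus: Eu-anti-GST and XL665-anti-Flag labelled anti-tag antibodies / Schedule: 4 h, 22.5 °C incubation / Technique: TR-FRET 671 and 617 nm emission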
procasp3 activ – procaspase-3 (human) activation; P42574; activation, % at 8.5 µM; recombinant procaspase-3 D3A, Ac-DEVD-pNA absorbance 405 nm; AID 463141; actives 0.11% (n = 330,000);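 active = activation above the mean of all tested compounds plus 3 SD, cut at about 21% in these data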;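 note: 0% = DMSO alone and 100% = DMSO wells spiked with extra 5 µM PC-3 D3A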
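Assay system: Autoprocessing-dead procaspase-3 D3A mutant enzyme; also added: Ac-DEVD-pNA; doses: one concentration, 8.5 µM nominal, 0.8% DMSO; times: 1 h compound preincubation, 2 h substrate hydrolysis at 25 °C; technique: 405 nm absorbance of p-nitroaniline, reads at 0 and 120 min; measure: % activation between DMSO and enzyme-spiked controls; repeats: single replicate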
TPT1 inh – blocks Candida albicans tRNA 2'-phosphotransferase | recombinant caTPT1, FP RNA substrate dephosphorylation | inhibition, % at 5 µM | actives 0.81% (n = 300,000);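 active = inhibition above the mean of all tested compounds plus 3 SD, set per screening campaign, cut at about 24% in these data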;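 note: plate controls were DMSO alone for no effect and ferristatin control at 100 nM for full effect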
PP5 primary – PP5 (human) phosphatase inhibition; P53041; purified PP5c, OMFP substrate fluorescence; inhibition, % at 6.7 µM; actives 0.18% (n = 320,000); AID 1987;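 active = inhibition above the campaign's mean inhibition across all tested compounds plus 3 SD, cut at about 9.5% in these data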;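 note: 0% = DMSO only and 100% = 100 µM cantharidin control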
PAFAH2 FP inh – PAFAH2 (human) inhibition; Q99487; actives 0.99% (n = 340,000); inhibition, % at 3.39 µM; recombinant PAFAH2, FP-rhodamine activity probe, fluorescence polarization;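 active = inhibition above the mean over all tested compounds plus 3 SD, cut at about 30% in these data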;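 note: inhibitors block probe labeling of enzyme so polarization drops; 0% = enzyme with DMSO and 100% = wells lacking PAFAH2 protein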
AHR act – human AHR activation; actives 2.5% (n = 320,000); AID 2796; AHR-responsive luciferase reporter cells, luminescence; P35869; activation, % at 5 µM; in the data active = activation above about 47%;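 note: 0% = vehicle wells and 100% = reference agonist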
Target sequence (P35869 whole entry, looked up): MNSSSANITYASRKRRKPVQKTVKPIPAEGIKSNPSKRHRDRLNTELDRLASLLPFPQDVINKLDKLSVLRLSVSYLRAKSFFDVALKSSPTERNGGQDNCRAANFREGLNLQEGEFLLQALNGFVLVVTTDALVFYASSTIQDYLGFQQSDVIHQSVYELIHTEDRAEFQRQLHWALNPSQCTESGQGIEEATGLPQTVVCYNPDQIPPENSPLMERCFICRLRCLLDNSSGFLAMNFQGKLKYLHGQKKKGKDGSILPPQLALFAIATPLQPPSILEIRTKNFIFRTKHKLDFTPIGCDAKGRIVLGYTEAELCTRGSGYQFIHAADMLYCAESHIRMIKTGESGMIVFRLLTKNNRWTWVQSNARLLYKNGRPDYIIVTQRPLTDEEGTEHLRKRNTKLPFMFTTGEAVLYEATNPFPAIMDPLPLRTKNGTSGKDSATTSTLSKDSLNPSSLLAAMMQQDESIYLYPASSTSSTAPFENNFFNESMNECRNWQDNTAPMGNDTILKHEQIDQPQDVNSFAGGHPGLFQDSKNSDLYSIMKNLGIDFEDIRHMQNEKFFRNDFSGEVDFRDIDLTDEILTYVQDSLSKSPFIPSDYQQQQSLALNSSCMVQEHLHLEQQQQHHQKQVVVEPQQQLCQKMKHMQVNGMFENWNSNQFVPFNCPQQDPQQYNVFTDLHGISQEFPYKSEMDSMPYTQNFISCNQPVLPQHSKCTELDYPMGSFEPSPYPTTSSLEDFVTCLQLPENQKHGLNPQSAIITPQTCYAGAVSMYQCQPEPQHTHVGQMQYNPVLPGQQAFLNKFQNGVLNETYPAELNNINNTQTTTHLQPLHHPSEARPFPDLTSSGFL
proCasp7 act – activates human procaspase-7, counter-screen for procaspase-3 activators; P55210; recombinant procaspase-7, Ac-DEVD-pNA absorbance 405 nm; D23A/D198A/D206A triple mutant, cannot self-cleave; scale: DMSO 0, 5 µM enzyme 100; activation, % at 8.5 µM; actives 0.093% (n = 330,000);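 active = percent activation above the screen-wide mean plus 3 SD, cut at about 25% in these data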
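Detection: p-Nitroaniline absorbance at 405 nm, read at 0 and 120 min; system: Uncleavable procaspase-7 mutant enzyme; evaluation: % activation from two-timepoint absorbance difference, scaled to controls; times: 1 h enzyme–compound preincubation and 2 h substrate reaction, both 25 °C; buffer or medium: Zinc-free HEPES pH 7.4 with 300 mM NaCl, 0.01% Triton X-100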
PP1 inh – PP1-alpha (human) inhibition in PP5 counter-screen; AID 2235; P62136; actives 0.9% (n = 320,000); inhibition, % at 6.7 µM; purified PP1alpha, OMFP fluorescence;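 active = inhibition above the mean inhibition of all tested compounds plus 3 SD, computed separately for each screening campaign, cut at about 15% in these data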
An asterisk follows results filed as active; · = no result given.

SMILES	Fh CTSL1 inh	core dimer inh	procasp3 activ	TPT1 inh	PP5 primary	PAFAH2 FP inh	AHR act	proCasp7 act	PP1 inh
O=C(COC(=O)c1cccc(S(=O)(=O)NCc2ccccc2)c1)c1ccc2c(c1)OCCO2	3	10	9	-3	3.5	-1	-3	-1	0
CC(C)(C)OC(=O)N1CCC(c2c(C(=O)N3CCN(C(=O)c4ccco4)CC3)cnn2-c2ccc(F)cc2)CC1	-6	-1	9	2	-2.1	-2	-1	9	-1
c1cc2c3c(cccc3c1)NC1(CCCCC1)N2	0	34	3	-2	1.2	-4	10	-4	26*
O=C(Nc1ccc2c(c1)OCO2)c1ccc(Br)c(S(=O)(=O)N2CCCC2)c1	-4	11	-1	0	3.4	2	87*	8	5
CCOc1ccccc1/C=N/NC(=O)CNC(=O)COc1ccccc1	1	1	0	-4	1.2	0	22	14	-8
COc1ccc(S(=O)(=O)N2CCOC23CCN(C(=O)c2ccccc2Br)CC3)cc1	1	6	1	3	-0.2	-6	2	-1	-2
Cc1cc2nc3c(=O)[nH]c(=S)[nH]c3nc2cc1NC(=O)C(F)(F)F	8	-8	-12	-116	-2.2	-1	3	-31	1
C=CCN(C)CC/C=C1\c2ccccc2CSc2ccccc21	0	-3	9	-1	0.2	1	-1	4	-3
COc1ccc(-c2cc(-c3ccccc3)c(C#N)c(S(C)=O)n2)cc1 (stereo unspecified)	6	36	0	2	2.3	-8	1	-4	-1
O=C(N/N=C/c1ccccn1)c1ccc2nc[nH]c2c1	-2	-3	4	1	4.1	·	3	1	-5
COc1ccc(CCN(Cc2cc3cccc(C)c3[nH]c2=O)C(=O)NC2CCCCC2)cc1OC	-19	4	3	-4	1.4	-2	-3	20	6
Cc1occc1C(=O)NCc1ccc(C(=O)O)o1	3	0	-1	-3	0.2	0	-1	-8	0
COC(=O)c1cc(Sc2cccc(Cl)c2Cl)ccn1	-1	-2	7	-1	1.4	1	2	-1	-5
Cc1occc1C(=O)NNC(=O)c1ccc(S(=O)(=O)N(C)C)cc1	·	·	-1	·	0.6	-4	-1	12	-3
Cc1ccc2cccc(NC(=S)NC(=O)c3c(Br)cnn3C)c2n1	4	7	-8	0	2.4	-5	36	-13	3
C=C(C)CNC(=S)N/N=C(\C)c1ccc(-n2ccnc2)cc1	-2	-6	-5	-6	1.5	-3	94*	7	-2
CCC(C)N1CCN(C(=O)c2cccs2)CC1 (stereo unspecified)	5	-5	-1	-2	-3.7	-5	0	7	-3
Cc1cccc(N2CC(O)(c3cccs3)[N+]3=C2CCCC3)c1C (stereo unspecified)	1	4	0	-2	2.4	-1	-2	-1	-1
Cc1nn(CCCC(=O)NCc2ccccc2)c(C)c1[N+](=O)[O-]	2	-10	-4	0	1.2	-6	2	-7	2
COc1ccc(-c2cccc(-c3nc4ccc(Cl)cn4c3NC3CCCCC3)c2)cc1	·	·	-1	·	·	-2	1	5	·
CCOc1ccc(NC(=S)NCCCN2CCOCC2)cc1	-3	-1	-1	-1	0.6	-1	3	-4	-6
Cc1cc(=O)[nH]c(N/N=C/c2ccc(O)c(O)c2)n1	2	-5	0	3	2.7	-3	5	-20	1
O=C1SCC(c2ccccc2)=NN1Cc1ccccc1	-3	3	-3	-1	2.1	-9	6	11	-1
Cc1ccc(S(=O)(=O)NCC(=O)N(CC(=O)NC2CCCC2)CC2CCCO2)cc1 (stereo unspecified)	5	-18	0	-1	0.8	-10	1	7	-1
CCn1c(SCC(=O)O)nnc1-c1ccc2[nH]c(C)c(C)c2c1	-1	-4	-8	-2	0.5	0	1	-10	-1
(more compounds)
SMILES	Fh CTSL1 inh	core dimer inh	procasp3 activ	TPT1 inh	PP5 primary	PAFAH2 FP inh	AHR act	proCasp7 act	PP1 inh
COc1ccc2c(c1)C1(Nc3ccccc3C(=O)N1c1ccccc1)C(=O)N2 (stereo unspecified)	1	1	-6	1	0.2	-4	1	-5	0
Cc1nn(C)c(C(=O)NNC(=O)Nc2cccc(C(F)(F)F)c2)c1Cl	1	-1	6	-2	0.1	-8	3	-4	-2
CSc1cccc(NC(=O)C2CCCN(S(=O)(=O)c3cccs3)C2)c1 (stereo unspecified)	2	-2	3	-1	-0.4	-3	2	1	0
CC(=O)Oc1c(C)c2c3c(c1OC(C)=O)[C@@H](C)CC[C@@H]3[C@@H](C)C[C@H]2C=C(C)C	·	·	-10	·	-0.8	7	0	0	-2
Cc1ccc(S(=O)(=O)N2CCC(n3nnc4cc(C)ccc43)CC2)cc1	2	1	5	-2	1.2	0	-1	11	-1
COc1ccc(Cc2nnc(SCC(=O)N(C)CC(=O)Nc3ccc(C)cc3)o2)cc1	2	2	4	2	-1.1	0	-2	6	-4
O=C(/C=C/c1ccccc1)NCCSCc1ccccc1Cl	1	7	7	-3	0.3	0	4	-8	0
Cc1nnc(NC(=O)c2cc3ccccc3o2)s1	4	10	6	0	1.5	5	14	7	2
O=C1CC(NCCC2=CCCCC2)C(=O)N1c1cccc(Cl)c1Cl (stereo unspecified)	18*	4	-3	1	2.2	·	1	-8	-1
Cc1occc1-c1nnc(SCC(=O)Nc2ccc3c(c2)OCO3)n1CC1CCCO1 (stereo unspecified)	1	-1	8	1	-1.1	0	1	5	-3
CCn1cc(C(=O)O)c(=O)c2cc(F)c(N3CCN(C(=S)NC(=O)c4c(OC)cccc4OC)CC3)cc21	3	-9	1	-5	1.7	4	1	3	13
Cc1nn(-c2ccccc2)c(C)c1/C=N/NC(=O)c1cc(C2CC2)[nH]n1	1	-3	0	-1	0.8	-3	12	1	-5
C(=N\N1CCN(Cc2cccc3ccccc23)CC1)/c1cccnc1	-3	-10	11	-1	3.2	1	3	0	1
OC(COCC1COc2ccccc2O1)CN1CCCCC1 (stereo unspecified)	-4	-5	4	0	0.9	0	-1	-11	-4
Cc1cc(C(=O)CSc2nnnn2C)c(C)n1CCc1ccc(F)cc1	-3	11	3	-2	3.3	-6	12	9	-2
Cc1ccc(S(=O)(=O)N2CCOC2CNC(=O)C(=O)NCc2ccccc2)cc1 (stereo unspecified)	12	4	-3	2	5.3	-4	-1	5	-11
N/C(=N\OC(=O)c1ccc2c(c1)OCO2)c1ccc(Br)cc1	-8	-6	8	4	4.8	13	2	9	3
O=C(Nc1cnc2ccccc2c1)c1ccco1	-2	-3	12	-1	2.1	5	19	0	-3
CCOC(=O)C1CCN(C(=O)c2cc(S(=O)(=O)N3CCOCC3)c(Cl)cc2Cl)CC1	6	1	-4	-1	0.1	-2	0	0	4
Cc1ccc(C(=O)NCc2ccccc2CN2CCCC2)cc1S(=O)(=O)N1CCOCC1	·	·	9	·	-0.5	2	0	6	-4
O=C(CSC(=S)N1CCCC1)NCC(=O)Nc1ccccc1Br	-1	-3	4	-8	-1.5	-8	0	8	-3
O=C(c1cccc(Br)c1)N1CCN(C(=O)N2CCCCC2)CC1	-3	-3	7	-2	1.4	3	-1	3	-2
CCOc1cc(S(=O)(=O)NCC2CCCO2)ccc1F (stereo unspecified)	-1	-17	-10	-1	-1.4	-2	0	5	-1
O=C(C1CC(=O)N(C2CCCC2)C1)N1CCC(Cc2ccccc2)CC1 (stereo unspecified)	-2	-3	4	2	3.7	6	-2	-2	-3
COc1ccccc1/C=C(/C(=O)OCC(=O)N(C)Cc1ccccc1)c1ccccc1	-2	8	5	-3	1.1	2	1	9	4
Next section.
SMILES	Fh CTSL1 inh	core dimer inh	procasp3 activ	TPT1 inh	PP5 primary	PAFAH2 FP inh	AHR act	proCasp7 act	PP1 inh
O=C(N/N=C\CCc1ccccc1)c1ccco1	-2	-4	3	-2	-1.4	9	6	2	3
COc1cccc(NC(=O)N2CCCC(C(=O)Nc3ccccc3OC)C2)c1 (stereo unspecified)	-3	-4	1	-1	1.4	-2	1	15	-3
COc1ccc(NC(=O)/C(C#N)=C/C=C/c2ccco2)cc1	2	4	-3	2	1.3	5	-1	-9	8
O=C(NCCN1CCCCC1)/C(=N\O)c1ccccc1	-2	-5	13	-9	-1.2	-4	2	-4	-1
O=C(Nc1ccccc1N1CCCCC1)C1CCN(S(=O)(=O)c2cccc(C(F)(F)F)c2)CC1	3	8	-4	0	1.6	-6	-1	6	4
CN(C)CCCNC(=O)C(=O)NCC(c1cccs1)S(=O)(=O)c1ccc(F)cc1 (stereo unspecified)	1	-5	8	-3	-0.8	-5	-1	-5	-2
CCCC(C(=O)N1CCOCC1)N1C(=O)C2C3C=CC(C3)C2C1=O (stereo unspecified)	-3	0	10	0	1.6	-2	1	-4	-6
Cc1ccnc(SCC(=O)c2ccc([N+](=O)[O-])cc2)n1	1	10	-6	2	2.6	3	-1	-14	0
COC(=O)c1cc(S(=O)(=O)N2CCN(c3cccc(Cl)c3)CC2)c[nH]1	1	-6	-1	-1	-0.3	-11	-2	4	2
O=C(Nc1ccc2c(c1)OCCO2)c1ccoc1	-1	2	7	1	-0.9	4	1	7	-4
C=CCOc1nc2c(c(=O)n(C)c(=O)n2C)n1Cc1c(Cl)cccc1Cl	-3	-5	-7	-4	2.7	2	-1	-3	0
CCc1nnc(NC(=O)c2ccc(S(=O)(=O)N3CCCC(C)C3)cc2)o1 (stereo unspecified)	6	1	-1	-2	0.4	-6	1	10	11
CCOc1ccc(C(CC(=O)O)NC(=O)CCCOc2ccc(Cl)cc2C)cc1 (stereo unspecified)	2	-1	0	-2	0.5	1	5	10	-3
O=C(NCc1ccccc1)Nc1cccc2ccccc12	-2	1	-4	3	-1.8	6	9	3	-4
O=C(Cn1c(/C=C/c2ccccc2)nc2ccccc21)Nc1ccc(F)cc1	-1	1	-1	-6	6.1	-5	13	-22	5
Cc1cc(C)c2c(N)c(C(=O)c3ccc(Cl)cc3Cl)sc2n1	4	-6	-26	-1	5.2	5	34	-8	1
O=C(CCN1CCOCC1)Nc1ccc2c(c1)CCC2	3	2	2	-1	-2.8	1	2	14	-1
CNC(=S)NC(CC(=O)OC)c1ccc2c(c1)OCO2 (stereo unspecified)	1	-3	2	-3	-0.7	2	2	0	-2
CCN1CCCc2cc(CN(CCN3CCOCC3)C(=O)Nc3ccc(C)c(C)c3)ccc21	1	0	0	-3	2.2	4	2	-8	-1
CSCCC(NS(=O)(=O)c1cccc(C(F)(F)F)c1)C(=O)Nc1ccccc1N1CCCC1 (stereo unspecified)	2	3	3	-2	2.4	6	0	0	-1

Part of the list above with just procasp3 activ.
canonical_smiles	procasp3 activ
Cc1ccc(S(=O)(=O)N2CCC(n3nnc4cc(C)ccc43)CC2)cc1	5
COc1ccc(Cc2nnc(SCC(=O)N(C)CC(=O)Nc3ccc(C)cc3)o2)cc1	4
O=C(/C=C/c1ccccc1)NCCSCc1ccccc1Cl	7
Cc1nnc(NC(=O)c2cc3ccccc3o2)s1	6
